# Screening results deposited in PubChem BioAssay by Broad Institute.
# Rtt109 HAT inh – inhibitors of Candida albicans Rtt109/Vps75 histone acetyltransferase; Q5AAJ8; purified Rtt109/Vps75, ThioGlo CoA-SH fluorescence, 4 h; inhibition, % at 34.9 µM; hit rate 0.16% among 330,000; AID 540336;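 active = inhibition of at least 50% in every replicate; inconclusive = best replicate reaches 50% inhibition but some replicates fall short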
# Target sequence (Q5AAJ8 whole entry, looked up): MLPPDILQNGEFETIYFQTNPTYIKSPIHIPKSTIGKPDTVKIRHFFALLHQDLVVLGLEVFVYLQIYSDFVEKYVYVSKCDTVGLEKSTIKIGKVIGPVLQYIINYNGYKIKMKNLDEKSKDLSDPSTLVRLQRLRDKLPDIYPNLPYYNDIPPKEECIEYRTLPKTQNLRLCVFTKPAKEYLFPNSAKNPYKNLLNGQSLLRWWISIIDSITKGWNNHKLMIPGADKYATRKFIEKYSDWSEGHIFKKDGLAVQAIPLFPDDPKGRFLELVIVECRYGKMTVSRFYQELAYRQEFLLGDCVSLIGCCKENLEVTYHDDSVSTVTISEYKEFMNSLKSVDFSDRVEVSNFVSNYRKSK
# SR-BI uptake up – SR-BI HDL lipid transfer activation. CHO ldlA[mSR-BI] cells, DiI-HDL uptake fluorescence, 3 h; 100 = double the neutral-control signal. activation, % at 12.5 µM. hit rate 0.096% among 320,000;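 active = mean replicate activation of at least 60% and every replicate at or above 60%; inconclusive = mean or all-replicate condition met, but not both; inactive = mean below 60% and not all replicates reaching 60%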;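 also: 0% = median plate neutral-control signal and 100% = twice that signal; values of inactives mirror those of a sister screen read the other way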
#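 system = CHO ldlA[mSR-BI] cells, LDL receptor-null, SR-BI overexpressing | medium = Ham's F12 with 0.5% BSA, HEPES 25 mM, pH 7.4 | probe or stimulus = DiI-HDL 10 µg/mL | compound dosing = single-point compound dose | incubation = compound exposure 3 h, 37 °C | technique = DiI fluorescence, bottom read | read-out = cell-associated DiI fluorescence as measure of HDL uptake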
# PfHsp90 set2 – reduces growth (ATP signal) of yeast expressing P. falciparum Hsp90; S. cerevisiae expressing PfHsp90, BacTiter-Glo ATP, 48 h; yeast lacking PDR1 and PDR3 efflux regulators; inhibition, % at 9.4 µM; hit rate 0.32% among 310,000;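 active = every replicate shows inhibition above about 80%, whatever the replicate mean, limit read from the data; inconclusive = mean inhibition reaches the set limit but some replicate falls short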;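 also: 0% = DMSO neutral controls and 100% = 20 µM radicicol positive controls; yeast relying on Plasmodium falciparum Hsp90 in place of its own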
# MITF act – increases MITF-driven TRPM1 promoter luciferase signal; SK-MEL-5 TRPM1-promoter luciferase, 24 h; % of positive control, neutral wells = 0; activation, % at 12.5 µM; hit rate 0.75% among 300,000; AID 588334;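 active = mean activation of at least 80% with every replicate also reaching 80%; inconclusive = mean reaches 80% but some replicate falls short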;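 also: 0% = neutral control wells and 100% = parthenolide positive control wells; values of inactives mirror those of a sister screen read the other way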
# NSD2 HMT inh – NSD2 (human) methyltransferase inhibition; NSD2 peptide methylation, AlphaScreen, 120 min; inhibition, % at 12.5 µM; hit rate 0.54% among 310,000; AID 743445; in the data active = inhibition above about 50%
# CAL PDZ FP-1 – inhibitors of human CAL PDZ peptide binding | AID 504414 | hit rate 0.02% among 330,000 | inhibition, % at 20 µM | purified CAL PDZ, TMR-peptide fluorescence polarization, 1 h;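 active = highest replicate inhibition of at least 40%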;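 also: plate controls were DMSO neutral control wells for no effect and unlabeled competitor peptide control wells for full effect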
#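 System: tagged CAL PDZ domain. Schedule: 1 h room-temperature incubation prior to read. Signal: fluorescence polarization (mP). Measure: percent inhibition from loss of millipolarization.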
# CAL PDZ FP-2 – inhibitors of human CAL PDZ peptide binding; purified CAL PDZ, TMR-peptide fluorescence polarization, 1 h; inhibition, % at 24.9 µM; hit rate 0.92% among 300,000; AID 602252;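 active = mean inhibition of at least 30% with at least half of replicates also reaching 30%; inconclusive = no clear call, values can overlap the other calls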;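 also: 0% = DMSO neutral control and 100% = excess unlabeled competitor peptide PRC23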
# SR-BI DiI inh – mouse SR-BI HDL lipid transfer inhibition; inhibition, % at 12.5 µM; AID 488896; hit rate 0.96% among 320,000; ldlA[mSR-BI] CHO cells, DiI-HDL uptake fluorescence, 3 h;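 active = mean replicate inhibition of at least 70% and a set share of replicates each scoring 70 or more; inconclusive = meets just one of the two criteria; inactive = fails both criteria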;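 also: 0% = median of neutral control wells and 100% = median of positive control wells; values of inactives mirror those of a sister screen read the other way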
# PvdQ acylase – P. aeruginosa PvdQ acylase inhibition. hit rate 0.063% among 340,000. purified PvdQ acylase, fluorescence plate reader. inhibition, % at 10 µM; in the data active = inhibition above about 30%, passing the limit was not always enough; inconclusive = no clear call, values can overlap the other calls;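 also: 0% = vehicle neutral wells and 100% = reference inhibitor wells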
# dFosB activator – mouse delta FosB homodimer activation; hit rate 0.99% among 340,000; purified delta FosB, TAMRA-CDK5 oligo fluorescence polarization; percent of positive-control signal above neutral wells; AID 493131; P13346; activation, % at 25 µM;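 active = mean activation above about 17%, with every replicate also reaching it, limit read from the data, passing the limit was not always enough; inconclusive = only one of the two conditions met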;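 also: fluorescence polarization rise as delta FosB binds a TAMRA Cdk5 AP-1 oligo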
# Target sequence (P13346 whole entry, looked up): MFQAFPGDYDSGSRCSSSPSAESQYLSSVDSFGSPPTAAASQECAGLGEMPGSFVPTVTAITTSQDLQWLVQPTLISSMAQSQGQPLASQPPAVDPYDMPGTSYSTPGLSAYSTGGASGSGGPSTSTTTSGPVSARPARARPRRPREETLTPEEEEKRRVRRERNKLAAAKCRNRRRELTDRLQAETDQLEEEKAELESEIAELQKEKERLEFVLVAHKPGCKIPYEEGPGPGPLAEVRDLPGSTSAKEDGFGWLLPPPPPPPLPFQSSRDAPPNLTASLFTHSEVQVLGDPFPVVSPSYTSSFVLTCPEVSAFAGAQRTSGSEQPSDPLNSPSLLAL
# * hit, by the source's call; u = inconclusive; x = no result given.
1	O=C(Nc1nccs1)C1(c2ccc(Cl)cc2)CC1
2	CC1CCCN(c2c([N+](=O)[O-])cc(C(=O)O)cc2[N+](=O)[O-])C1 (stereo unspecified)
3	CCOC(=O)c1c(C)n(CCNC(C)=O)c2ccc(OC)cc12
4	COc1ccc(-c2ccc(NS(=O)(=O)c3cccc([N+](=O)[O-])c3)cc2)nn1
5	CC1=C(C(=O)Nc2ccccc2C)C(c2ccc(C)o2)C2=C(CCCC2=O)N1 (stereo unspecified)
6	Nc1ccc(SCC(=O)Nc2cccc([N+](=O)[O-])c2)cc1

entry no.	1	2	3	4	5	6
Rtt109 HAT inh	-7	20	-14	5	-1	-4
SR-BI uptake up	9	2	2	30	27	1
PfHsp90 set2	-22	10	-8	2	-18	-9
MITF act	-4	x	-6	4	2	11
NSD2 HMT inh	0	x	0	1	x	1
CAL PDZ FP-1	0.5	-2.1	-1.1	-1.4	0.3	-0.5
CAL PDZ FP-2	-4	x	-2	-6	-5	-3
SR-BI DiI inh	-9	-2	-2	-30	-27	-1
PvdQ acylase	-13	-2	-6	9	-9	8
dFosB activator	1	-7	3	-3	-6	3

7	CCOC(=O)Cn1nnc(-c2ccc([N+](=O)[O-])cc2)n1
8	CC1(/[N+]([O-])=C\c2ccccc2F)CCCCC1=O (stereo unspecified)
9	O=c1nc(SCc2c(F)cccc2Cl)nc(-c2ccc(Cl)cc2)[nH]1
10	O=C(NCc1ccccn1)C1CC(c2ccccc2O)=NO1 (stereo unspecified)
11	COc1ccc([N+](=O)[O-])cc1NC(=O)Cc1noc2ccccc12
12	Cc1ccc(SCCOCCN2CC(C)OC(C)C2)cc1 (stereo unspecified)

entry no.	7	8	9	10	11	12
Rtt109 HAT inh	0	-2	-3	-5	3	-1
SR-BI uptake up	31	x	-2	-3	x	13
PfHsp90 set2	14	-19	7	11	x	10
MITF act	2	x	16	7	-2	-15
NSD2 HMT inh	0	-1	x	-1	x	1
CAL PDZ FP-1	-0.4	-1.4	-0.6	-1.9	0.2	-1.7
CAL PDZ FP-2	0	2	7	-2	2	0
SR-BI DiI inh	-31	x	2	3	x	-13
PvdQ acylase	-15	-11	-5	3	-8	-14
dFosB activator	3	-7	0	-6	-7	-2

13	CN(C1CCCCC1)S(=O)(=O)c1ccc(S(=O)(=O)N(CC(=O)Nc2ccccc2)C2CC2)cc1
14	Cc1onc(-c2ccccc2)c1C(=O)Nc1nc(-c2cc(F)ccc2F)cs1
15	COC(=O)c1ccc2c(c1)nc(C)n2CCO
16	CC(C)c1ccc(/C=N/n2cnnc2)cc1
17	C=C(C)C1CC=C(C)/C(=N\NC(=O)CCc2ccccc2)C1 (stereo unspecified)
18	COc1cccc(/C=C/C(=O)Nc2ccc(OC)nc2)c1

entry no.	13	14	15	16	17	18
Rtt109 HAT inh	3	-1	x	-26	2	-5
SR-BI uptake up	x	-4	-3	14	-12	-7
PfHsp90 set2	-19	5	39	-19	-15	3
MITF act	4	u	4	x	0	27
NSD2 HMT inh	-1	0	-3	-1	-1	-2
CAL PDZ FP-1	-1.0	-0.2	-1.9	-0.9	-3.7	-3.9
CAL PDZ FP-2	-2	1	-2	-2	0	-2
SR-BI DiI inh	x	4	3	-14	12	7
PvdQ acylase	-12	-14	7	-13	-14	0
dFosB activator	13	3	-6	-2	-4	-10

19	COc1ccc(CN(C)C(=O)CNC(=O)c2ccc3ccccc3c2)c(OC)c1
20	COc1ccccc1C(=O)NC(CCSC)C(=O)OCC(=O)N1CCN(S(=O)(=O)c2ccc(C)cc2)CC1 (stereo unspecified)
21	CCCSc1ncnc2c1oc1ccccc12
22	O=[N+]([O-])c1ccc(CS(=O)(=O)c2ncn[nH]2)cc1
23	CCn1c(COc2ccc(C)cc2)nnc1SCC(=O)NNC(=O)c1ccc(OC)cc1
24	COc1ccc(NC(=O)NCc2ccccc2F)cc1OC

entry no.	19	20	21	22	23	24
Rtt109 HAT inh	18	-1	-8	4	4	5
SR-BI uptake up	-10	-9	11	7	25	-14
PfHsp90 set2	-25	-5	-17	-26	2	-1
MITF act	3	x	24	1	-6	22
NSD2 HMT inh	-1	0	-5	-3	x	9
CAL PDZ FP-1	-2.0	0.7	-1.8	-0.6	-0.1	0.1
CAL PDZ FP-2	6	-2	x	-2	-2	-7
SR-BI DiI inh	10	9	-11	-7	-25	14
PvdQ acylase	-16	-2	-1	-16	-16	1
dFosB activator	-3	-6	-18	1	-1	3

25	O=C(Nc1ccc(Cl)cc1)N[C@@H]1c2c(ccc3ccccc23)OC[C@@H]1CO
26	CCOC(=O)C(O)(NC(=O)c1cccnc1)C(F)(F)F (stereo unspecified)
27	CC(=O)OC1[C@H](Oc2c(O)c(C)c3c4c2[C@@H](C)CC[C@@H]4[C@@H](C)C[C@@H]3C=C(C)C)OC[C@@H](O)[C@@H]1O (stereo partly specified)
28	Cc1ccccc1NC(=O)c1[nH]cnc1C(=O)NN
29	Cc1cccc(C(=O)N2CC3(C)CC2CC(C)(C)C3)c1 (stereo unspecified)
30	OCCC1CN(CC2CC2)CCN1Cc1ccc(F)c(F)c1 (stereo unspecified)

entry no.	25	26	27	28	29	30
Rtt109 HAT inh	-3	6	-1	-1	-1	5
SR-BI uptake up	-82	1	4	-1	8	9
PfHsp90 set2	-21	-15	-83	1	-12	-17
MITF act	-2	23	-5	-1	-8	-14
NSD2 HMT inh	34	0	x	-1	-5	0
CAL PDZ FP-1	-2.3	-0.3	-0.8	-2.1	-1.5	x
CAL PDZ FP-2	x	10	-2	-6	-1	1
SR-BI DiI inh	82*	-1	-4	1	-8	-9
PvdQ acylase	-7	-18	0	-10	-8	-1
dFosB activator	12	8	-1	3	0	-2

31	Nn1c(Nc2ccccc2)nc2ccccc21
32	COc1ccccc1OCc1nc(C#N)c(N2CC(C)CC(C)C2)o1 (stereo unspecified)
33	O=c1[nH]c2ccc(S(=O)(=O)Nc3ccccc3O)cc2[nH]1
34	CCOC(=O)c1ccc(NC(=O)COc2ccc(-n3cnnn3)cc2)cc1
35	Cn1cc(CNC(=O)CC2C(=O)NCCN2CC(C)(C)C)cn1 (stereo unspecified)
36	CCOc1ccc(CCNC(=O)CN(C)S(=O)(=O)c2cccc3nsnc23)cc1OCC

entry no.	31	32	33	34	35	36
Rtt109 HAT inh	-3	-1	2	2	9	2
SR-BI uptake up	9	-44	19	-40	5	-16
PfHsp90 set2	-2	-1	-7	0	-3	8
MITF act	64	-2	-9	13	-4	-1
NSD2 HMT inh	-1	x	2	-3	1	8
CAL PDZ FP-1	x	0.1	-0.3	-0.6	-1.1	-3.3
CAL PDZ FP-2	-2	-5	x	-2	0	4
SR-BI DiI inh	-9	44	-19	40	-5	16
PvdQ acylase	2	0	-1	-14	7	-4
dFosB activator	6	-4	-3	9	-2	-8

# Some of these compounds in order of length of the SMILES, low to high:
21	CCCSc1ncnc2c1oc1ccccc12
31	Nn1c(Nc2ccccc2)nc2ccccc21
24	COc1ccc(NC(=O)NCc2ccccc2F)cc1OC
30	OCCC1CN(CC2CC2)CCN1Cc1ccc(F)c(F)c1 (stereo unspecified)
26	CCOC(=O)C(O)(NC(=O)c1cccnc1)C(F)(F)F (stereo unspecified)
29	Cc1cccc(C(=O)N2CC3(C)CC2CC(C)(C)C3)c1 (stereo unspecified)
32	COc1ccccc1OCc1nc(C#N)c(N2CC(C)CC(C)C2)o1 (stereo unspecified)
22	O=[N+]([O-])c1ccc(CS(=O)(=O)c2ncn[nH]2)cc1

entry no.	21	31	24	30	26	29	32	22
Rtt109 HAT inh	-8	-3	5	5	6	-1	-1	4
SR-BI uptake up	11	9	-14	9	1	8	-44	7
PfHsp90 set2	-17	-2	-1	-17	-15	-12	-1	-26
MITF act	24	64	22	-14	23	-8	-2	1
NSD2 HMT inh	-5	-1	9	0	0	-5	x	-3
CAL PDZ FP-1	-1.8	x	0.1	x	-0.3	-1.5	0.1	-0.6
CAL PDZ FP-2	x	-2	-7	1	10	-1	-5	-2
SR-BI DiI inh	-11	-9	14	-9	-1	-8	44	-7
PvdQ acylase	-1	2	1	-1	-18	-8	0	-16
dFosB activator	-18	6	3	-2	8	0	-4	1

34	CCOC(=O)c1ccc(NC(=O)COc2ccc(-n3cnnn3)cc2)cc1
23	CCn1c(COc2ccc(C)cc2)nnc1SCC(=O)NNC(=O)c1ccc(OC)cc1
36	CCOc1ccc(CCNC(=O)CN(C)S(=O)(=O)c2cccc3nsnc23)cc1OCC
25	O=C(Nc1ccc(Cl)cc1)N[C@@H]1c2c(ccc3ccccc23)OC[C@@H]1CO
27	CC(=O)OC1[C@H](Oc2c(O)c(C)c3c4c2[C@@H](C)CC[C@@H]4[C@@H](C)C[C@@H]3C=C(C)C)OC[C@@H](O)[C@@H]1O (stereo partly specified)

entry no.	34	23	36	25	27
Rtt109 HAT inh	2	4	2	-3	-1
SR-BI uptake up	-40	25	-16	-82	4
PfHsp90 set2	0	2	8	-21	-83
MITF act	13	-6	-1	-2	-5
NSD2 HMT inh	-3	x	8	34	x
CAL PDZ FP-1	-0.6	-0.1	-3.3	-2.3	-0.8
CAL PDZ FP-2	-2	-2	4	x	-2
SR-BI DiI inh	40	-25	16	82*	-4
PvdQ acylase	-14	-16	-4	-7	0
dFosB activator	9	-1	-8	12	-1

# Remaining list, next part:
37	CCCc1cc(=O)[nH]c(SCC(=O)c2c[nH]c3ccccc23)n1
38	CCOc1ccc(C(C)NC(=O)CCC(=O)O)cc1 (stereo unspecified)
39	CSc1ccc(-c2nc(CSCC(=O)N3CCOCC3)c(C)o2)cc1
40	CC/C(=N/Nc1ccccc1)c1cnnc(-c2ccccc2)n1
41	CS(=O)(=O)Nc1ccc(C(=O)NCc2cccnc2)cc1
42	CC(C)(C)SCCNC(=O)c1ccc(NS(C)(=O)=O)cc1
43	Cc1c(NC(=O)c2cnn3c2NC(c2ccc(Br)cc2)CC3C(F)(F)F)c(=O)n(-c2ccccc2)n1C (stereo unspecified)
44	Cc1ccccc1NC(=O)Nc1cccs1
45	c1ccc(COc2ccc(OCCCn3cncn3)cc2)cc1

entry no.	37	38	39	40	41	42	43	44	45
Rtt109 HAT inh	-1	3	3	-4	-9	5	x	-14	2
SR-BI uptake up	37	4	-5	-6	12	7	-20	-22	-14
PfHsp90 set2	-56	1	x	4	10	-8	20	-19	18
MITF act	-30	-5	-3	x	3	22	x	-1	55
NSD2 HMT inh	2	1	1	19	x	-4	-3	0	0
CAL PDZ FP-1	-1.7	-0.2	-0.8	-2.6	0.1	-1.4	-4.0	x	-0.3
CAL PDZ FP-2	1	-2	-3	-4	-2	-1	-7	0	-1
SR-BI DiI inh	-37	-4	5	6	-12	-7	20	22	14
PvdQ acylase	5	-12	-7	-9	-4	-6	1	24	-27
dFosB activator	u	-6	-8	-3	4	-1	0	-12	-4
